mcGAS inh: cyclic GMP-AMP synthase inhibitors, mouse, primary biochemical chemiluminescence; Q8C6L5; recombinant cGAS, Kinase-Glo ATP depletion luminescence; inhibition, % at 12.5 µM; 160,000 compounds, 0.15% hits;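 also: 0% = negative control wells and 100% = reference inhibitor with no enzyme activity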
NPYLR7 ag: agonists of mosquito NPYLR7 receptor, primary screen, cell-based, Aedes aegypti, calcium fluorescence, mosquito biting behavior | Aedes aegypti neuropeptide Y-like receptor 7 (NPYLR7) | HEK293T NPYLR7/Galpha15, GCaMP6s calcium fluorescence | activation, % at 10 µM | 270,000 compounds, 0.15% hits | AID 1259423, 2018; in the data active = activation above about 40%;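 also: 0% = vehicle and 100% = reference agonist at the receptor; some compounds past the cut are filed as inactive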
hcGAS lum: Primary biochemical luminescence assay for human cyclic GMP-AMP synthase inhibitors; inhibition, % at 12.5 µM; Q8N884; AID 1259398, 2018; 290,000 compounds, 0.081% hits; recombinant h-cGAS, ATP depletion, Kinase-Glo luminescence;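 also: 0% = vehicle reaction and 100% = reaction without DNA for no activity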
Target sequence (Q8N884 whole entry, looked up): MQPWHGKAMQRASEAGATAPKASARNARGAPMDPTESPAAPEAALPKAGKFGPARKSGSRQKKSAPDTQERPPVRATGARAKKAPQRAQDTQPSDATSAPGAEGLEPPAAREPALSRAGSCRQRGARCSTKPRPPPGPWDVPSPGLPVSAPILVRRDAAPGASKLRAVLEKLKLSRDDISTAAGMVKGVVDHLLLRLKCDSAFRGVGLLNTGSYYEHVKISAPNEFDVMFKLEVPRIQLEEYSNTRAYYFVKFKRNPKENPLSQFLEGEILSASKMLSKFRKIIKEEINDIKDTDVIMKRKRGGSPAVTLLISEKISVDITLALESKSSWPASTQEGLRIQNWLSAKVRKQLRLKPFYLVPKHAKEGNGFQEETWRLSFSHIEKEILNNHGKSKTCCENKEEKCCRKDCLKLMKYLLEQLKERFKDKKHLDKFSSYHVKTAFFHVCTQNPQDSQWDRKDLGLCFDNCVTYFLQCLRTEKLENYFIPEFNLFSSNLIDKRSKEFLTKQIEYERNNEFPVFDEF
* = called active by the depositor; nt = not tested or not shown; & = joins results of further samples. Rule as the data show it, unless noted: active = inhibition above about 40%; inactive = the rest.

Order of values: mcGAS inh	NPYLR7 ag	hcGAS lum
> COc1ccc(-c2n[nH]c(=O)c3nc(N)sc23)cc1
  nt	0	2
> Cc1csc(SCC(=O)Nc2sc3c(c2C(N)=O)CCC3)n1
  nt	-4	-1
> O=C(CC(=O)NCC1CCCO1)NCC1CCCO1 (centres undefined)
  -4	4	-5
> OC(c1ccccn1)C1CCN(c2nncc(-c3ccccc3)n2)CC1 (centres undefined)
  nt	1	-7
> Fc1ccc(C2CC(c3cccnc3)=Nc3nc(C(F)(F)F)nn32)cc1 (centres undefined)
  -5	1	-10
> Cc1ccccc1Oc1ncccc1CNC(=O)C1COc2ccccc2O1 (centres undefined)
  -13	13	-4
> COC(=O)C1C(=O)Oc2ccc3ccccc3c2C1C(C)(C)C(=O)OC (centres undefined)
  nt	-1	-6
> COc1cc(OC)cc(C(=O)NCc2ccc(-c3ncc(-c4ccc(F)cc4)[nH]3)cc2)c1
  -7	10	-10
> C=CCn1c2ccc(C)cc2c2nc3ccccc3nc21
  -2	-6	-1
> COc1ccc(S(=O)(=O)NCC2CCCN(Cc3cnc(SC)nc3)C2)cc1 (centres undefined)
  nt	13	-3&-11
> CC(C)N(Cc1nc(C(=O)N2CCOCC2)co1)Cc1ccc(Cl)cc1Cl
  -5	-1	-1
> COc1ccc2nc(-c3ccc(C)c(NS(=O)(=O)c4ccc(F)c(C)c4)c3)cn2n1
  -10	-8	-4
> Cc1cc(=O)[nH]c(-n2nc(C)cc2NC(=O)Cc2cccs2)n1
  -6	3	-2
> O=C1CCC2(CCCO2)CCN1Cc1cccc(Oc2ccccc2)c1 (centres undefined)
  nt	6	-7
> Cc1ccccc1-n1ncc(C(C)NC(=O)CN2CCCC2=O)c1C (centres undefined)
  nt	1&16	-7&-10
> N#CCSc1sc2c(O)cc(=O)[nH]c2c1C#N
  60*	2	2
> CC(C)(C)[C@H](NS(=O)(=O)c1ccc(CCCCl)cc1)C(N)=O
  nt	1	4
> O=c1[nH]nc(C2CCC2)n1-c1ccc2c(c1)OCO2
  nt	-1	-6
> CC(Cc1ccc2c(c1)OCO2)CN1CCC(n2nccc2NC(=O)C(C)(C)C)CC1 (centres undefined)
  -11	2	-10
> Clc1ccccc1-c1nc(N2CCCC2)c2ccccc2n1
  -5	5	2
> CCOC(=O)CCn1c(=O)c2c(nc3n(CCCOC)c(C)c(C)n23)n(C)c1=O
  nt	-1	-4
> CC1=C(C(=O)OCC(C)C)C(c2ccc(NC(=O)Nc3ccc(C)c(Cl)c3)cc2)NC(=S)N1C (centres undefined)
  -6	14	-7
> N#Cc1ccc(OCC(=O)NC(c2ccc(F)cc2)c2cccs2)cc1 (centres undefined)
  nt	5	-5
> C=C(C)Cn1c(=O)c2c(nc3n(CCc4ccccc4)c(C)cn23)n(C)c1=O
  -7	8	-4
> CN1C(=S)N(c2ccccc2)C(=O)/C1=C\c1ccco1
  -7	27	-4
> Cc1cccc(-n2cc(CN(C)C(=O)CN3CCCN(C)CC3)cn2)c1
  -10	6	-7
> Cc1cccc(Cc2c(C)nc(C)nc2N2CCN(S(=O)(=O)c3ccc(F)cc3)CC2)c1
  -7	5	-2
> CCC(=O)N(Cc1cccc(C)c1)c1ccc(CC(=O)Nc2ccc(OC)cc2)cc1
  nt	5	2
> COc1cc(C)ccc1S(=O)(=O)N1CCN(c2nccc(-c3cc(OC)c(OC)c(OC)c3)n2)CC1
  -8	3	-6
> COCCN(C)S(=O)(=O)c1cc(C)cc(F)c1
  nt	6	-7
> COCCN(Cc1c(-c2ccccc2)noc1N1CCSCC1)C(=O)c1ccc(F)cc1
  -7	17	-4
> N[C@@H]1CC[C@H](C(=O)NCCC2=CSC3=NCCCN23)C1
  -5	nt	-5
> CC(O)CN(c1ccccc1)S(=O)(=O)c1cc(C(F)(F)F)ccc1Cl (centres undefined)
  -15	7	-9
> CCc1noc(C)c1C(=O)N1CCCC(C(=O)c2ccc(-c3ccccc3)c(F)c2)C1 (centres undefined)
  -11	15	-9
> O=C(CCOCc1ccccc1)Nc1cc(Cl)ccc1NC1CC1
  nt	10	-12
> O=C(NCc1cccnc1OC1CCCC1)C1CC2CCC1C2 (centres undefined)
  nt	7	-17
> COc1ccc(C2=CC(=C(C#N)C#N)c3cc4c(cc3O2)OCO4)cc1
  nt	1	-11
> Cc1cc2oc3c(c(=O)c2cc1Cl)C(c1cccc(Cl)c1)N(C)C3=O (centres undefined)
  nt	5	-2
> O=C(COc1ccccc1)N(Cc1cccnc1)c1nc2c(F)cccc2s1
  -8	-2	-2
> Cc1nc(N2CCCCC2)ncc1-c1cc(=O)[nH]c(N2CCC(C)CC2)n1
  -8	-1	-6

Profiles, quoted from the list. Order of screens: mcGAS inh | NPYLR7 ag | hcGAS lum
CC(O)CN(c1ccccc1)S(=O)(=O)c1cc(C(F)(F)F)ccc1Cl (centres undefined) is listed with -15 | 7 | -9
O=C(COc1ccccc1)N(Cc1cccnc1)c1nc2c(F)cccc2s1 is listed with -8 | -2 | -2

New compounds follow
Order of values: mcGAS inh	NPYLR7 ag	hcGAS lum
> O=C(O)CCN1C(=O)/C(=C\c2ccc(-c3cccc(C(F)(F)F)c3)o2)SC1=S
  -6	-6	-8
> COc1cccc(CCN2CCC(C(=O)N(C)C(c3ccccc3C)c3ncccc3C)CC2)c1 (centres undefined)
  -5	25	-6
> CCCCc1nc(-c2nccn2CCN2CCNC2=O)c(Cl)[nH]1
  nt	-1	-9
> O=C(NC1(Cc2ccc(Br)cc2)CCCCC1)C1CCN(C(=O)c2ccoc2)CC1
  nt	-7	-17
> CC(=O)N1CCC(C(=O)NC2CC(C)(C)Oc3cc(C)ccc32)CC1 (centres undefined)
  nt	2	6
> Cc1csc(C(C#N)C(=O)CCC(=O)c2ccc3c(c2)CCCC3)n1 (centres undefined)
  nt	2	-5
> O=C(Nc1ccc(CC(=O)N2CCC(O)CC2)cc1)c1cc(Cl)ccc1Cl
  nt	-9	-2
> FC(F)(F)c1nnc2n1CCN(c1nc(C3CC3)ns1)C2
  nt	0	-12
> O=C(N=C1N=C2C=CC(Cl)=CN2Cc2ccccc21)c1ccc([N+](=O)[O-])o1
  nt	12	-7
> CCCCN(C(=O)c1cc(C)nc2onc(C)c12)c1ccccc1
  nt	-1	-15
> O=C(Nc1cnn(-c2ccccc2F)c1)N1CCOC2(CCCC2)C1
  nt	1	-3
> CN(Cc1nc2c(s1)CCCC2)C(=O)c1cn(CC2CCCNC2)nn1 (centres undefined)
  -2	13	0
> CN1CCN(C(=O)C2CNCCN2C(=O)c2ccc(Cl)cn2)CC1 (centres undefined)
  nt	9	-6
> c1ccc(Oc2ccccc2-c2cnn3c(NCCc4ccccn4)ccnc23)cc1
  1	-3	0
> CCS(=O)(=O)N1C[C@@H](C(N)=O)[C@@H]2Oc3c(C)cccc3[C@@H]21
  -4	3	-5
> Cn1c(=S)[nH]c2cc(S(N)(=O)=O)ccc21
  nt	5&2	0&0
> Cc1ccc(-n2nnc(C(=O)OCc3ccc(F)cc3)c2C)cc1Cl
  -7	7	-6
> CCC(C)N(CC(=O)N(Cc1ccccc1)Cc1cccn1C)C(=O)C(C)(C)CCl (centres undefined)
  -5	-6	-4
> Oc1cc(-c2cccc(Cl)c2)cc2c1OCCN(CCN1CCOCC1)C2
  nt	4	-2
> CS(=O)(=O)c1ccc(Br)c(S(=O)(=O)NCc2csc(=O)[nH]2)c1
  nt	4	-5
> CN=c1scc(-c2ccc(OC(F)F)cc2)n1N=Cc1c(OC)cc(OC)cc1OC
  nt	-5	-4
> Cc1nc(C)c(C(=O)Nc2ccccc2N(C)C2CCCC2)o1
  -8	1	-13
> Cc1onc(-c2ccccc2)c1C(=O)NCc1ccc(Cl)cc1
  nt	-1	-3
> O=C(O)[C@@H]1C[C@@H](O)[C@H](O)[C@@H]2NC(=S)N(CCN3CCOCC3)[C@@H]21
  1	-13	-2
> COc1ccc(NC(=O)NCCNc2ccc(Nc3cccc(C)n3)nn2)cc1
  nt	0	1
> COc1ccc(-n2c(C)cc(/C=C/[N+](=O)[O-])c2C)cc1Cl
  10	0	-5
> Cc1nc(C2CCCNC2)cc(N2CCC3(CC2)CNC(=O)O3)n1 (centres undefined)
  nt	1	-5
> CN(CC1(CO)CCC1)C(=O)Cc1noc2ccccc12
  nt	16	-5
> CCn1cnnc1CCNC1CCN(c2cc(C)nc(N3CCCC3)n2)CC1
  -7	nt	-9
> COc1ccc(OCc2cccnc2Cl)cc1
  nt	6	-8
> Cc1[nH]c(C(=O)NC2CCC(C)CC2)c(C)c1S(=O)(=O)N1CCC(C)CC1 (centres undefined)
  -5	nt	-1
> COc1ccc(S(=O)(=O)N2CCCC(C)C2)cc1N1CCN(C(=O)c2c(OC)cccc2OC)CC1 (centres undefined)
  -6	14	-4
> CCn1c(C)cn2c3c(=O)[nH]c(=O)n(C)c3nc12
  nt	0	-3
> CC(c1ccc(Cl)cc1)N(C)C(=O)Nc1nc2c(s1)CCCC2 (centres undefined)
  nt	-4	0
> CC1Cc2ccccc2N1Cc1ccoc1C(=O)N1CC[C@@H](O)C1 (some centres undefined)
  nt	-22	-10
> Cc1ccc(-c2[nH]ncc2CNCC2(C)COC2)cc1C
  -3	0	-2
> CCNC(=O)CSc1nnc(-c2ccc(Cl)cc2Cl)n1CC
  nt	6	-4&-15
> COc1cc(OC)c(OC)cc1C=NN1CCN(C2c3ccccc3-c3ccccc32)CC1
  -3	12	-2
> O=C(Cn1[nH]c(=O)ccc1=O)N1CCC(c2ccccc2Cl)C1 (centres undefined)
  nt	10	-1
> CCCN1CCC(CNC2CCC3(CCNCC3)CC2)C1 (centres undefined)
  -6	nt	-7
> COc1ccc(-c2noc(Cn3cnc4scc(-c5ccccc5)c4c3=O)n2)cc1OC
  nt	3	-6
> Cc1cccc(C(=O)N(Cc2cc(NC(=O)C3CC3)ccc2N(C)C)CC(C)C)c1
  -9	nt	-2
> FC(F)(F)c1cccc(-c2ccc(-c3nn4c(-c5ccco5)nnc4s3)o2)c1
  nt	1	-5
> COc1ccc(-c2ccc(/C=C3/SC(=S)N(CC(=O)O)C3=O)o2)cc1Cl
  -6	-3	3
> COc1ccc(C2SCC(=O)N(CC(=O)NCc3ccc(F)cc3)c3c2c(-c2ccccc2)nn3-c2cccc(C)c2)cc1OC (centres undefined)
  -6	11	-7
> CC(=O)Nc1cccc(NC(=O)CSc2nnc(C(C)C)c3cnn(-c4ccc(F)cc4)c23)c1
  -14	-13	-7
> COc1ccc(CNC(=O)c2cccnc2N2CCN(C(=O)c3cc(F)cc(F)c3F)CC2)cc1
  0	0	3
> CC(NC(N)=O)C(=O)Nc1ccc2c(c1)Cc1ccccc1-2 (centres undefined)
  nt	1	-10
> CC(=O)NC1=NN(C(C)=O)C2(S1)C(=O)N(CCCOc1ccccc1)c1ccccc12 (centres undefined)
  -4	2	2
> Cn1nnc2c(SCC(=O)NCc3ccc4c(c3)OCO4)ncnc21
  nt	1	-9

Part of the list above, as comma-separated lines:
SMILES,mcGAS inh,NPYLR7 ag,hcGAS lum
COc1ccc(C2SCC(=O)N(CC(=O)NCc3ccc(F)cc3)c3c2c(-c2ccccc2)nn3-c2cccc(C)c2)cc1OC (centres undefined),-6,11,-7
Cc1cccc(C(=O)N(Cc2cc(NC(=O)C3CC3)ccc2N(C)C)CC(C)C)c1,-9,nt,-2

Next section
Order of values: mcGAS inh	NPYLR7 ag	hcGAS lum
> O=C(/C=C\c1ccccc1)Nc1c2c(nn1-c1ccc([N+](=O)[O-])cc1)CSC2
  nt	-1	-5
> Cc1cc(OCC(=O)Nc2nc(CN3CCCCC3)cs2)ccc1Cl
  -5	0	3
> C=Cc1ccc(Cn2cc(C(=O)NCc3cccs3)sc2=O)cc1
  nt	13	-7
> CC(NC(=O)NC(=O)Cn1ncc(Cl)c(Cl)c1=O)C1CC2CCC1C2 (centres undefined)
  nt	9	-7
> O=C1NCc2cccc(NS(=O)(=O)c3c(Cl)cccc3Cl)c21
  nt	13	-6
> COc1ccc([N+](=O)[O-])cc1NC(=O)c1c(-c2ccccc2Cl)noc1C
  nt	3	-3
> S=C(NCc1cccs1)NC1CCSc2ccccc21 (centres undefined)
  nt	3	-6
> Cc1occc1-c1nnc(SCC#N)n1Cc1ccccc1
  nt	-1	-5
> CC(=O)c1c(C)cc(C)c(CN2CCN(C)C3(CCN(C)CC3)C2)c1C
  -11	19	-6
> Cc1ccc(C)c2[nH]c(=O)c(CCNC(=O)CCc3ccccc3)cc12
  -8	2	-6
> Cc1cccc(NC(=O)N2CCn3nc(C(=O)NCCN(C)C)cc3C2)c1
  nt	4	-8
> C=C1NC(=Nc2ccc(I)cc2)N=C(Nc2ccc(OC)cc2)C1[N+](=O)[O-] (centres undefined)
  nt	-7	-6
> Cc1occc(=O)c1O
  -2	-1&-7	0&1
> O=C(CN1CCc2ccccc21)Nc1ccc(Cl)cn1
  -7	9	-6
> COc1cccc(CN2CCN(Cc3nc(-c4cccc(F)c4F)oc3C)CC2=O)c1
  -1	-10	3
> O=C(c1n[nH]c2ccccc12)N1CCC(c2[nH]ncc2-c2cccc(F)c2)CC1
  nt	0	-4
> CC(=O)c1cccc(NC(=O)c2cccn(OCc3ccccc3)c2=O)c1
  -5	12	-8
> Cc1cc(Nc2ccc3c(n2)C(=O)N(CC(=O)NCC(C)(C)C)C3)n(C)n1
  nt	6	-10
> CCN1CCN(C(=O)c2ccccc2N2CCC(NC(=O)Nc3ccc(C)cc3)CC2)CC1
  -1	-4	2

Screens: PubChem BioAssay, Fisher Drug Discovery Resource Center
